# NR1D1 modulator – modulates human Rev-erb alpha binding to DNA | Rev-erbα–FITC-DNA binding, fluorescence polarization, 90 min | activity, % at 10 µM | hit rate 0.79% among 370,000 | AID 1259318;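 active = activity above about 14%, limit read from the data; passing the limit was not always enough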;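 also: 0% = DMSO wells with 35 nM protein and 100% = DMSO wells with 750 nM protein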
# ABHD4 inh – inhibitors of mouse ABHD4; Q8VD66; purified mABHD4, FP-Rh probe fluorescence polarization; inhibition, % at 8.92 µM; hit rate 0.54% among 370,000; AID 720543;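 active = inhibition exceeding the mean over every tested compound plus 3 SD, cut at about 30% in these data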;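 also: 0% = plate median of compound wells and 100% = S159A mutant with DMSO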
# Target sequence (Q8VD66 whole entry, looked up): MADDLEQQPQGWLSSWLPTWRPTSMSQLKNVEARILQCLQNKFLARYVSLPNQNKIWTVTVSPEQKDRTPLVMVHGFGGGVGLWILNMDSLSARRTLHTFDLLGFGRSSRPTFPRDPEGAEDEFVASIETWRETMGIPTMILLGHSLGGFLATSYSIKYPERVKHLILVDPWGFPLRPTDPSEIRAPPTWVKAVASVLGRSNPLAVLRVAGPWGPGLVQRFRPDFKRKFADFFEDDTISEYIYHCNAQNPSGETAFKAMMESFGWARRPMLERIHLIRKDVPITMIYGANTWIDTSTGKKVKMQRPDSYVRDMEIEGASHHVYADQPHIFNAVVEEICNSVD
#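 Test system: mABHD4 protein; Read-out basis: % inhibition; Incubation: 45 min + 60 min at 25 °C; Repeats: single replicate; Technique: fluorescence polarization with parallel and perpendicular emission, 525/598 nm; Compound: 8.92 µM, single dose; Benchmarks: full inhibition S159A mutant plus DMSO, zero as sample-well median.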
# PG9 binder – binds the HIV-1 gp120 antibody PG9 | AID 624416 | inhibition, % at 6.7 µM | TR-FRET gp120-PG9 antibody binding | hit rate 0.43% among 360,000; in the data active = inhibition above about 8.5%
# UHRF1 binding – blocks human UHRF1 binding to methylated DNA; inhibition, % at 4.4 µM; hit rate 0.75% among 370,000; AID 687016; UHRF1 binding to methylated oligo, TR-FRET; in the data active = inhibition above about 21%;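 also: UHRF1 SRA domain binding a hemimethylated CpG hairpin DNA probe; 0% = median of test compound wells and 100% = reference inhibitor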
# HTRA1 inhibitor – blocks human HTRA1 serine peptidase. Q92743. recombinant HTRA1, FP-rhodamine activity-based probe, fluorescence polarization. inhibition, % at 5.96 µM. hit rate 0.5% among 340,000. AID 504803; in the data active = inhibition above about 36%;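 also: 0% = enzyme with DMSO and 100% = wells lacking enzyme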
# Target sequence (Q92743 whole entry, looked up): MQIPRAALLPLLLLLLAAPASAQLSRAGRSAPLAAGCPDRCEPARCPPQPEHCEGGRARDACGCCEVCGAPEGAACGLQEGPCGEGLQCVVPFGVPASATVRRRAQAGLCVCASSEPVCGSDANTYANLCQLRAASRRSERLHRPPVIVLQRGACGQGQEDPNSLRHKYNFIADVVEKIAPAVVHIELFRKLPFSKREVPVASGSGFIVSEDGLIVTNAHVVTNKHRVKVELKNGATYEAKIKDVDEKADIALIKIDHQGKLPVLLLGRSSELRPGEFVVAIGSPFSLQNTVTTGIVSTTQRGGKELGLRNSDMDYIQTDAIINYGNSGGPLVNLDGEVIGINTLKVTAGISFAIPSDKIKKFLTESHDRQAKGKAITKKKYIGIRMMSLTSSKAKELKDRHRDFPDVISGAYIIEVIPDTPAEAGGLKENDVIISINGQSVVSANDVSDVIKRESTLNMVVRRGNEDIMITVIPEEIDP
# LEDGF integ inh – blocks HIV-1 LEDGF/p75-dependent DNA integration | TR-FRET IN-LEDGF/p75 DNA integration, Eu/Cy5 | inhibition, % at 3.7 µM | hit rate 0.64% among 370,000;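 active = inhibition above the screen-wide mean plus 3 SD, cut at about 13% in these data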;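 also: signal is the Cy5 over europium emission ratio at 671 and 618 nm; 0% = plate median of compound wells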
# MBD2 inh – inhibitors of human MBD2 binding to methylated oligonucleotide; hit rate 0.31% among 370,000; TR-FRET; inhibition, % at 4.4 µM; AID 686964; Q9UBB5; in the data active = inhibition above about 13%
# PRMT1 FP inh – blocks human protein arginine methyltransferase 1; inhibition, % at 2.79 µM; hit rate 1.3% among 370,000; recombinant PRMT1, activity-based probe fluorescence polarization;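 active = inhibition above about 21% made by adding two undisclosed values, limit read from the data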
# TCR CD3 inh – blocks the human TCR-CD3 interaction | TAMRA-labeled TCR probe fluorescence, biochemical | inhibition, % at 9.4 µM | hit rate 0.37% among 360,000; in the data active = inhibition above about 19%;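 also: recombinant mutant TCR 2C K166C tagged with TAMRA read by polarization; 0% = receptor in buffer alone and 100% = receptor with positive control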
# rCAG binder – binds r(CAG) RNA repeats. r(CAG) RNA repeat, TO-PRO-1 dye displacement fluorescence. inhibition, % at 3 µM. hit rate 1.3% among 370,000;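 active = inhibition above the plate cutoff, the mean of all test compounds on that plate plus 3 SD, cut at about 35% in these data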;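 also: 0% = DMSO alone and 100% = 100 µM mitoxantrone as full dye displacement; higher means more dye released from RNA so lower well fluorescence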
# The depositor's hits bear a star; nt = no result given. An excerpt; the hit share may differ from the screen's.
SMILES,NR1D1 modulator,ABHD4 inh,PG9 binder,UHRF1 binding,HTRA1 inhibitor,LEDGF integ inh,MBD2 inh,PRMT1 FP inh,TCR CD3 inh,rCAG binder
Cc1ccccc1C(=O)c1cccn1CC(=O)NCc1ccc(F)cc1,-2,1,-1.9,-2,-10,3,5,-7,-3,-4
CCOC(=O)C1(Cc2ccccc2Cl)CCN(C(=O)CCn2ccnc2C)CC1,-7,-3,0.2,-3,-12,5,3,-3,-2,-5
Cc1ccc(C(=O)NCC(=O)N2CCC3(CC2)NCCc2[nH]cnc23)cc1C,2,-5,-2.4,-3,2,2,-3,-5,1,2
CC1(C)C[C@@H]2C[C@@](C)(CN2C(=O)c2cc(COc3cccc(C(F)(F)F)c3)on2)C1,8,4,-1.0,2,-3,-1,3,0,-3,-5
CCCCCCCCN1C(=O)[C@H](CC(=O)NCCCC)C[C@@]2(C(=O)OC)CCCCC=C12,2,5,-0.6,-2,nt,-3,1,2,-2,0
CC1CCN(S(=O)(=O)c2nnc(NC(=O)c3ccccc3Br)s2)CC1,3,1,1.4,-1,-4,-1,-1,-2,1,37*
COc1ccc(C2CC(c3cccc(OC)c3)n3nc(N)nc3N2)cc1 (stereo unspecified),7,2,-3.8,-1,1,-4,4,0,5,2
CCOC(=O)c1ccc(NC(=O)c2cnccn2)cc1,1,1,-2.5,-3,0,-3,-3,-2,9,-2
COc1ccc(N2C(=O)c3cccc4cccc(c34)C2=O)nn1,-2,5,-0.2,-6,-4,2,-1,-1,3,-1
CSc1ccccc1OCc1cc(C(=O)N(C)C(C)c2nc(C)cs2)no1 (stereo unspecified),10,1,-1.0,-1,-11,0,0,1,1,-5
Cc1ccc(S(=O)(=O)/N=C(/Nc2ccc3[nH]c(=O)[nH]c3c2)c2ccc(F)cc2)cc1,0,5,0.3,1,-8,1,2,-4,1,3
COc1ccc(CN(C)CC(=O)NC(=O)NCc2ccccc2)cc1OC,-1,-3,-0.1,3,-7,0,2,-2,-6,-12
Cc1cc(C)c2c(c1)cc(C)c1nnc(SCC(=O)Nc3ccc(S(=O)(=O)N4CCCCC4)cc3)n12,4,6,0.2,-2,-35,-3,6,1,2,1
Cn1ccnc1C(=O)c1cc(=O)c2ccccc2o1,-5,-2,0.2,1,5,-2,2,-3,-1,0
C[C@H]1CCCCO[C@H](CN(C)Cc2ccc(C(=O)O)cc2)[C@@H](C)CN([C@@H](C)CO)C(=O)c2cc(NS(=O)(=O)c3cn(C)cn3)ccc2O1,-11,5,-1.9,11,2,-4,6,4,-8,10
CCOc1ccc(C(C#N)N2CCOCC2)cc1OC (stereo unspecified),5,-3,0.3,-1,1,2,3,-1,5,1
CN(C)C(=O)CCC(=O)N1CCCCC1C(=O)Nc1ccc(Oc2ccccc2F)cc1 (stereo unspecified),-3,1,2.2,0,3,-2,2,5,-4,-7
NS(=O)(=O)c1ccc(CCNC(=O)c2cc3ccccc3oc2=O)cc1,4,-1,2.6,-3,-2,-2,-2,2,-1,4
C[C@@H]1C[C@H]2[C@@H](C)C(=O)N3[C@H](c4ccccc4)[C@H](C)C[C@H]3[C@@H](C)C(=O)N2[C@@H]1c1ccccc1,-2,11,nt,1,nt,-1,3,1,nt,9
O=C(Nc1ccc2c(c1)OCCO2)C1CC(c2ccccc2Cl)=NO1 (stereo unspecified),1,2,0.3,1,-5,0,3,-2,4,-5
Cc1oc2c(C)c(O)ccc2c(=O)c1N1C(=O)c2ccccc2C1=O,5,-8,-1.7,1,-1,-1,-2,0,12,4
COc1cccc(NC(=O)COC(=O)c2ccc(F)cc2F)c1,2,7,0.2,2,-10,-3,-1,0,-1,1
CCCCOc1ccc(N2C(=O)CC(N(CCc3ccccc3)C(=O)/C=C/C(=O)O)C2=O)cc1 (stereo unspecified),-5,-1,-0.9,1,-2,1,-2,4,3,30
O=C1NC(=S)S/C1=C1\Sc2ccccc2N1CCCS(=O)(=O)O,0,11,-5.3,-1,7,-1,-2,1,4,0
CCCN(CCC)S(=O)(=O)c1ccc(C(=O)Nc2nc(-c3ccccc3)c(C(=O)OCC)s2)cc1,33*,-1,-0.2,-2,0,0,-3,-1,1,2
COc1ccc(-c2noc(CCC(=O)NCC3CCCO3)n2)cc1 (stereo unspecified),-5,0,-1.2,0,0,0,4,-2,6,-1
CN(Cc1cccs1)S(=O)(=O)c1ccc(Cl)cc1F,5,0,0.5,-2,-3,-2,-6,1,5,2
CC(C)(C)n1ncc2c(=O)n(CC(=O)c3ccccc3)cnc21,-8,-3,-2.2,1,-6,0,-2,0,0,0
Cc1cc(F)ccc1NC(=S)NCCc1ccccc1,-1,-2,-3.8,-2,-2,2,-2,-4,0,-1
COc1cc(C(=O)N2CCC(n3cnc4cc(F)ccc43)CC2)cc(OC)c1OC,1,2,-0.9,-2,4,-1,-3,0,5,-2
Cc1ccc(C(=O)Nc2nnc(NC(=S)Nc3ccccc3)s2)cc1,14,-30,12*,-2,-19,1,-3,1,5,70*
Oc1ccc(N2CCN(C(=S)NCCc3ccccc3)CC2)cc1,1,27,0.2,-5,12,-3,-6,15,-9,6
CCOC(=O)C1CCCN(CC(O)COC(c2ccccc2)c2ccccc2)C1 (stereo unspecified),4,2,1.3,6,-3,4,-2,0,-3,-1
CCCCC1(CCCC)NC(=S)N(Nc2ccc(C)cc2)C1=O,2,-1,0.4,3,-16,-2,3,1,-1,-5
O=C(NCCCN1CCOCC1)c1cc(-c2ccc(O)cc2)on1,3,-3,0.7,2,0,6,6,5,-1,0
C=Cc1ccc2c(c1)N(C)C(=C)S2,4,12,0.8,-2,1,7,-2,81*,11,6
O=C1NC(=O)/C(=C\c2ccc(OCc3cnc(Cl)s3)cc2)S1,-3,1,0.7,0,-8,-1,3,3,1,2
CC(C)Oc1ccc(CNC(=O)Cn2c(=O)oc3ccccc32)cc1,-6,-4,0.3,0,-3,-2,-3,-2,-2,1
CCCn1c(SCC(N)=O)nnc1-c1ccco1,-3,-2,-1.5,0,5,-4,-5,-3,-4,2
O=c1[nH]c2cc3c(cc2cc1C(c1nnnn1C1CCCC1)N1CCCc2ccccc21)OCCO3 (stereo unspecified),1,4,-2.1,0,11,1,-1,4,6,4
CCOC(=O)C1CCN(C(=O)C(C)Sc2nnc3ccccn23)CC1 (stereo unspecified),-3,-3,-1.9,4,5,5,-1,-4,-1,1
Cc1[nH]n(-c2ccccc2)c(=O)c1/C=N/c1ccccn1,-3,0,0.3,-6,2,3,-4,0,-6,1
Cc1noc(C)c1S(=O)(=O)N1CCCc2nc(-c3ccc(Br)cc3)ccc21,-3,2,0.9,2,nt,0,2,0,-6,3
CCN(CC)S(=O)(=O)c1ccc(N2CCOCC2)c(NC(=O)CC2OC(=O)c3ccccc32)c1 (stereo unspecified),-3,3,-0.5,-5,0,-1,4,6,7,0
COc1ccc(CCN(C)CCCC(C#N)(c2cc(OC)c(OC)c(OC)c2)C(C)C)cc1OC (stereo unspecified),3,-2,0.0,1,0,2,2,-4,7,-1
O=C(c1ccccc1I)N1CCC(Oc2cccnc2)CC1,0,1,nt,-2,nt,-2,1,-1,nt,-1
O=C(COC(=O)COc1ccc(Cl)cc1Cl)NC1CCCCCC1,0,-8,-3.1,-3,-13,5,0,-2,5,-1
COc1ccc(C(=O)CC(=O)C(=O)Nc2ccc(Cl)cc2)cc1,3,2,-3.1,0,4,3,1,-1,-6,9
CCC(C)NC(=O)C1CCN(S(=O)(=O)c2cccc3cccnc23)CC1 (stereo unspecified),2,0,0.0,-1,-1,1,2,4,4,0
Cc1ccccc1Cn1ccc(NC(=O)c2cnn3c2NC(c2ccccc2)CC3C(F)(F)F)n1 (stereo unspecified),4,4,-2.5,2,-23,1,-2,-1,6,4
CC(=O)N1CCN(C(C)=O)c2ccccc21,-1,-3,-0.6,1,0,3,-4,-1,3,3
CC1(C)OC2OC3C(CN)OC(c4ccccc4)OC3C2O1 (stereo unspecified),0,3,1.5,-1,-2,-1,4,2,-1,3
CCOC(=O)C1(C)NC(c2ccc(OC)c(OC)c2)C2C(=O)N(c3cccc(C(C)=O)c3)C(=O)C21 (stereo unspecified),-6,1,0.2,0,4,-8,4,2,-10,6

# Reformatted: two of the compounds above
# Values run as follows: NR1D1 modulator, ABHD4 inh, PG9 binder, UHRF1 binding, HTRA1 inhibitor, LEDGF integ inh, MBD2 inh, PRMT1 FP inh, TCR CD3 inh, rCAG binder
> Oc1ccc(N2CCN(C(=S)NCCc3ccccc3)CC2)cc1
    1, 27, 0.2, -5, 12, -3, -6, 15, -9, 6
> COc1ccc(N2C(=O)c3cccc4cccc(c34)C2=O)nn1
    -2, 5, -0.2, -6, -4, 2, -1, -1, 3, -1

# Some of these compounds in order of number of heavy atoms, lowest first:
SMILES,NR1D1 modulator,ABHD4 inh,PG9 binder,UHRF1 binding,HTRA1 inhibitor,LEDGF integ inh,MBD2 inh,PRMT1 FP inh,TCR CD3 inh,rCAG binder
C=Cc1ccc2c(c1)N(C)C(=C)S2,4,12,0.8,-2,1,7,-2,81*,11,6
CCCn1c(SCC(N)=O)nnc1-c1ccco1,-3,-2,-1.5,0,5,-4,-5,-3,-4,2
CCOC(=O)c1ccc(NC(=O)c2cnccn2)cc1,1,1,-2.5,-3,0,-3,-3,-2,9,-2
Cc1[nH]n(-c2ccccc2)c(=O)c1/C=N/c1ccccn1,-3,0,0.3,-6,2,3,-4,0,-6,1
O=C1NC(=O)/C(=C\c2ccc(OCc3cnc(Cl)s3)cc2)S1,-3,1,0.7,0,-8,-1,3,3,1,2
O=C1NC(=S)S/C1=C1\Sc2ccccc2N1CCCS(=O)(=O)O,0,11,-5.3,-1,7,-1,-2,1,4,0
COc1ccc(-c2noc(CCC(=O)NCC3CCCO3)n2)cc1 (stereo unspecified),-5,0,-1.2,0,0,0,4,-2,6,-1
Cc1oc2c(C)c(O)ccc2c(=O)c1N1C(=O)c2ccccc2C1=O,5,-8,-1.7,1,-1,-1,-2,0,12,4
COc1ccc(C2CC(c3cccc(OC)c3)n3nc(N)nc3N2)cc1 (stereo unspecified),7,2,-3.8,-1,1,-4,4,0,5,2
COc1ccc(CN(C)CC(=O)NC(=O)NCc2ccccc2)cc1OC,-1,-3,-0.1,3,-7,0,2,-2,-6,-12
COc1cc(C(=O)N2CCC(n3cnc4cc(F)ccc43)CC2)cc(OC)c1OC,1,2,-0.9,-2,4,-1,-3,0,5,-2
CCN(CC)S(=O)(=O)c1ccc(N2CCOCC2)c(NC(=O)CC2OC(=O)c3ccccc32)c1 (stereo unspecified),-3,3,-0.5,-5,0,-1,4,6,7,0
CCOC(=O)C1(C)NC(c2ccc(OC)c(OC)c2)C2C(=O)N(c3cccc(C(C)=O)c3)C(=O)C21 (stereo unspecified),-6,1,0.2,0,4,-8,4,2,-10,6
Cc1cc(C)c2c(c1)cc(C)c1nnc(SCC(=O)Nc3ccc(S(=O)(=O)N4CCCCC4)cc3)n12,4,6,0.2,-2,-35,-3,6,1,2,1

# Compound activity (PubChem BioAssay)
